Screening results deposited in PubChem BioAssay by several laboratories.
MEKK2mut PB1 HTS: signal of MEK5 binding to mutant human MEKK2 PB1 domain. bead flow cytometry, Alexa488-MEK5 binding to MEKK2 mutant. percent response, % at 10 µM. 290,000 tested, 0.35% active. AID 1530; in the data active = percent response above about 24%, passing the limit was not always enough; also: inactives centre near 1; some results filed as inactive read as strong as hits; reference of the scale not given here
NALP1 inh: inhibitors of NALP1 inflammasome in yeast; S. cerevisiae NALP1/ASC/caspase-1 growth, X-gal OD620, 72 h; inhibition, % at 10 µM; 280,000 tested, 0.61% active; AID 2071; in the data active = inhibition mostly above about 24%, no sharp cut-off; inactive = mostly below about 32%; also: some compounds called inactive have numbers as strong as hits
FID counter: counter-screen for HCV NS3 helicase inhibitors: DNA intercalator displacement; AID 1845; 290,000 tested, 0.17% active; DNA fluorescent intercalator displacement, fluorescence; inhibition, % at 7.9 µM; in the data active = inhibition above about 37%;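 also: 0% = vehicle and 100% = reference compound; higher means more ethidium bromide displaced from hairpin DNA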
MEKK3 PB1 HTS: raises or lowers MEK5 binding to the human MEKK3 PB1 domain | bead-based flow cytometry, Alexa488-MEK5 binding to MEKK3; actives lie on both sides; 0 = blocked by unlabeled MEK5, 100 = vehicle | binding response (% of control), % at 10 µM | 290,000 tested, 1.4% active;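 active = binding response more than 3 SD above or below the average of its plate-row segment, actives on both sides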;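 also: Alexa488 bead fluorescence after subtracting the streptavidin-only scavenger bead signal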
GPR7 antagonist: blocks human GPR7 receptor signaling; P48145; GPR7-expressing cells, fluorescence antagonist assay; inhibition, % at 4.4 µM; 290,000 tested, 1.1% active; AID 1861; in the data active = inhibition above about 16%, passing the limit was not always enough;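 also: cells stimulated with the agonist NPW; 0% = agonist with vehicle and 100% = vehicle without agonist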
Target sequence (P48145 whole entry, looked up): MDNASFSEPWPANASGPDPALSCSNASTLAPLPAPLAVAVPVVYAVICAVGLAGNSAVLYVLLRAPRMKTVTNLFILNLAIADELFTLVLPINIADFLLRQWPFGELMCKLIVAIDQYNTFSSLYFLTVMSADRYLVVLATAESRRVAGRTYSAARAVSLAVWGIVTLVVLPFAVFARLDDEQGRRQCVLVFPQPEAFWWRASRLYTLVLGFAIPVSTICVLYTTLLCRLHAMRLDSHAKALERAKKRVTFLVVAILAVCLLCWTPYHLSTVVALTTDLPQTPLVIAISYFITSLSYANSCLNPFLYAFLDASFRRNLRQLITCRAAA
PfM18AAP inh: PfM18AAP enzyme inhibition; recombinant PfM18AAP, H-Glu-NHMec fluorogenic cleavage; inhibition, % at 7.35 µM; 290,000 tested, 1.2% active; AID 1822;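 active = inhibition above the campaign mean inhibition over all tested compounds plus 3 SD, cut at about 28% in these data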;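 also: 0% = plate median of test compound wells and 100% = 2 mM ZnCl2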
PHOSPHO1 block: blocks human PHOSPHO1 phosphatase activity | recombinant PHOSPHO1, absorbance phosphatase assay | inhibition, % at 13.3 µM | 290,000 tested, 1.1% active; in the data active = inhibition above about 60%
Target sequence (Q8TCT1 whole entry, looked up): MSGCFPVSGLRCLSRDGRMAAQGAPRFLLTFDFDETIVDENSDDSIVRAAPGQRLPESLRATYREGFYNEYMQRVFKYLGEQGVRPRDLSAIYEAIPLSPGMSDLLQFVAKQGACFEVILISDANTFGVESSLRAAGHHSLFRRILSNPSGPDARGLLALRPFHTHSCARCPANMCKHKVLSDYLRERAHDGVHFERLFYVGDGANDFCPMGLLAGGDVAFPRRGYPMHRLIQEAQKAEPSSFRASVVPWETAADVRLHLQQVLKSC
OXTR ag: agonists of human oxytocin receptor | P30559 | CHO-OTR cells, Fluo-8 calcium fluorescence; normalized: DMSO 0%, oxytocin 100% | activation, % at 3 µM | 320,000 tested, 0.32% active | AID 2435;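 active = activation above the mean of all tested compounds plus 3 SD, cutoff set per screening run, cut at about 20% in these data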;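 also: peak over basal fluorescence ratio from a 100 s FLIPR kinetic read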
Target sequence (P30559 whole entry, looked up): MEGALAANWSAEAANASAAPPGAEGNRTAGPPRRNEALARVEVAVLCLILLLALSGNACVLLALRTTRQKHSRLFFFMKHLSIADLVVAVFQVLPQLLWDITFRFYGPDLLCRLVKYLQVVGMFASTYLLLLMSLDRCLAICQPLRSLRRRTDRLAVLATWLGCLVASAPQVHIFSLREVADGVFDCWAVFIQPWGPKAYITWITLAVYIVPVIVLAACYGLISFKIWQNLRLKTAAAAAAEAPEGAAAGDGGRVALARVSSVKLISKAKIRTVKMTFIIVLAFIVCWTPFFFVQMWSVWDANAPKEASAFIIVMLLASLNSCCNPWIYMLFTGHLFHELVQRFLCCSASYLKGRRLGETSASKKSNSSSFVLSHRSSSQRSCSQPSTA
MEKK2wt PB1 HTS: raises or lowers MEK5 binding to wildtype human MEKK2 PB1 domain; 290,000 tested, 1.1% active; bead flow cytometry, Alexa488-MEK5 binding to MEKK2 WT; actives lie on both sides; binding response (% of control), % at 10 µM; in the data active = binding response below about 67% or above about 130%
* hit, by the source's call; nt = not tested or not shown.

SMILES	MEKK2mut PB1 HTS	NALP1 inh	FID counter	MEKK3 PB1 HTS	GPR7 antagonist	PfM18AAP inh	PHOSPHO1 block	OXTR ag	MEKK2wt PB1 HTS
COc1ccc(OC)c(/C=N/NC(=O)CNC(=O)c2cccc3ccccc23)c1	5.0	14.0	-36.0	101.0	-10.2	2.0	42.7	-0.3	104.0
Cc1cccc(NC(=O)Cc2coc3ccc4ccccc4c23)n1	-4.0	8.2	-6.9	96.0	-0.6	-2.6	51.9	-1.8	100.0
Cc1ccc(S(=O)(=O)N/N=C/c2ccc3nccnc3c2)cc1	9.0	nt	-5.7	103.0	-19.0	12.6	21.9	0.0	98.0
CC(=O)c1c(C(C)=O)c(C)n(NC(=O)c2ccccc2O)c1C	2.0	5.4	-0.7	103.0	-12.4	8.6	7.2	1.0	102.0
COC(=O)c1ccc(N=NN2CCOCC2)cc1	0.0	12.6	-3.6	115.0	-11.4	-6.1	-3.5	0.5	106.0
Cc1nc(SCCC(=O)O)c2cc(-c3ccccc3)sc2n1	0.0	-3.3	-20.0	98.0	-7.0	3.0	31.1	10.3	100.0
CCCc1nc2c(s1)CCc1onc(-c3ccc(OC)cc3)c1-2	7.0	nt	nt	114.0	nt	nt	nt	-2.0	110.0
COc1ccc(OCC(=O)N/N=C/c2ccc(O[C@@H]3O[C@H](CO)[C@@H](O)[C@H](O)[C@H]3O)cc2)cc1	2.0	-6.1	-6.4	104.0	6.6	9.9	16.2	1.1	105.0
Cc1ccc(Cl)cc1N1CCN(C(=O)CN(C2CCCCC2)S(C)(=O)=O)CC1	2.0	0.1	-8.8	96.0	-4.6	-4.6	14.1	6.5	100.0
CCOCCOC(=O)C1=C(C)NC(=O)NC1c1cc2c(cc1Br)OCO2 (stereo unspecified)	4.0	18.2	-17.1	101.0	-7.3	3.1	9.7	0.3	100.0
CCOC(=O)c1cc(-c2ccncc2)nc2c1c(C)nn2C	-4.0	2.7	-11.9	87.0	-2.1	-5.2	-5.4	-1.2	95.0
O=C(O)C(Cc1ccccc1)N1C(=O)/C(=C/c2cccs2)SC1=S (stereo unspecified)	1.0	0.1	-20.7	105.0	-0.3	27.4	36.7	nt	108.0
O=C(NC1CCCC1)C1CC(=O)N(c2ccccc2)C1 (stereo unspecified)	-2.0	9.2	-1.1	99.0	-7.7	-1.5	-1.0	-0.3	98.0
Clc1cccc(Cl)c1-c1noc(CN2CCOCC2)n1	-1.0	5.1	-5.2	97.0	-11.2	0.0	10.5	-0.9	100.0
Cc1ccc(CN2C(=O)C(C)(C)Oc3ccc(C(=O)N4CCCCC4)cc32)cc1	1.0	7.9	-35.0	97.0	-9.2	1.8	16.7	-1.2	99.0
Cc1c([N+](=O)[O-])cc(S(=O)(=O)Nc2ccncc2)cc1[N+](=O)[O-]	-5.0	4.9	1.9	100.0	0.3	-1.6	20.0	0.4	90.0
O=C(NC(=S)NCCC1=CCCCC1)c1ccc(Br)o1	2.0	5.7	-9.9	112.0	-6.0	-1.0	10.5	-1.8	106.0
Cn1c(=O)n(C)c2cc(/C=N/NC(=O)c3ccc(Cl)cc3)ccc21	-2.0	nt	-7.5	99.0	-4.2	-14.0	17.7	-0.3	98.0
Nc1nonc1-n1nnc(C(=O)N/N=C/c2ccccc2Cl)c1CSc1ccccc1	-26.0	nt	-4.1	88.0	-3.3	6.0	8.1	-2.7	88.0
O=C(O)c1cncc(Br)c1	6.0	4.8	1.9	100.0	-13.9	-0.4	35.7	0.3	100.0
Cc1cc(-c2nc3ncccc3o2)ccc1NC(=S)NC(=O)c1ccco1	1.0	4.7	-4.0	103.0	-6.7	-1.7	11.9	1.7	103.0
O=C(C[n+]1cc(-c2ccccc2)n2c1CCC2)Nc1nc(-c2ccccc2)cs1	28.0	1.3	38.3*	102.0	-12.9	-2.6	9.0	-0.8	166.0*
O=C(CNCc1ccco1)Nc1ccc(Oc2ccccc2)cc1	-1.0	18.1	-12.6	110.0	0.1	5.5	16.5	0.4	104.0
CCCn1nc(C(=O)Nc2ccc(S(=O)(=O)Nc3nccs3)cc2)c2ccccc2c1=O	6.0	-6.4	-22.2	104.0	-5.6	2.3	-1.4	-0.9	103.0
N#Cc1c(N)n(CCOC(=O)c2cccc(Br)c2)c2nc3ccccc3nc12	1.0	nt	-11.3	103.0	2.7	1.1	4.7	8.8	100.0
(list continues)
SMILES	MEKK2mut PB1 HTS	NALP1 inh	FID counter	MEKK3 PB1 HTS	GPR7 antagonist	PfM18AAP inh	PHOSPHO1 block	OXTR ag	MEKK2wt PB1 HTS
Cc1[nH]n(-c2cccc(Cl)c2)c(=O)c1C=NCc1ccco1	1.0	-0.5	0.1	125.0	-4.7	2.6	28.7	0.8	112.0
O=C(c1ccccc1NS(=O)(=O)c1cccc(C(F)(F)F)c1)N1CCc2ccccc21	-2.0	11.0	-10.6	101.0	10.0	-5.2	12.3	2.0	96.0
Cc1cc(C)n(-c2ccc(C(=O)Nc3cccc(S(=O)(=O)N4CCCC4)c3)cc2)n1	-5.0	-3.3	-26.1	95.0	-7.3	-14.9	-27.5	7.8	99.0
N#C/C(=C/c1ccc(N2CCCCC2)o1)C(=O)Nc1ccc(Cl)cc1	4.0	29.5	3.4	93.0	10.4	6.4	28.1	197.2*	88.0
Cc1cc(=O)[nH]c(SCC(=O)OCc2ccccc2)c1C#N	-10.0	11.0	4.0	98.0	-12.1	3.8	32.4	0.9	90.0
O=C(Nc1ccc(C(=O)c2ccccc2)cc1)c1ccccc1	9.0	7.1	-13.0	108.0	6.0	-4.2	nt	2.9	107.0
c1csc(-c2nc(NCCCN3CCOCC3)c3ccccc3n2)c1	5.0	21.3	61.3*	105.0	-4.3	-1.5	-49.5	2.6	112.0
N#CC1=C2Nc3ccccc3N2C(=O)NC1(c1ccccc1)C(F)(F)F (stereo unspecified)	-1.0	4.4	1.1	102.0	-11.1	2.1	-1.4	-0.5	103.0
C/C(Cn1cnc([N+](=O)[O-])n1)=N\NC(=O)c1cccc(F)c1	4.0	-3.4	-3.1	88.0	-4.4	14.4	-3.5	3.4	94.0
Cc1ccc(C(=O)NCc2ccco2)cc1S(=O)(=O)Nc1cccc(Cl)c1	-1.0	49.8	-9.9	101.0	-0.2	-6.8	14.1	1.3	98.0
Cc1nonc1NC(=O)CSc1ccccn1	-2.0	1.0	-2.7	104.0	-5.3	-1.2	34.8	-0.2	102.0
Cn1nc(CC(=O)NCc2ccc(F)cc2)c2ccccc2c1=O	6.0	5.7	-1.8	108.0	-14.7	-1.7	-2.0	6.3	106.0
Cc1ccc2[nH]c(=O)c(COC(=O)c3cccs3)cc2c1	0.0	26.7	-6.3	91.0	-4.8	11.1	3.9	0.0	94.0
COc1ccc(CNC(=O)c2cnc(C)cn2)cc1	-6.0	9.8	-7.3	89.0	3.1	1.9	40.8	-0.9	88.0
CCCOC(=O)c1ccc(NC(=O)C2C3CCC(C3)C2C(=O)O)cc1 (stereo unspecified)	-1.0	31.2	5.5	131.0	6.0	-6.3	-16.1	0.2	103.0
O=C1CSC(c2cccnc2)N1Cc1cccnc1 (stereo unspecified)	-7.0	-5.1	-3.2	91.0	-13.3	-1.7	51.9	0.6	99.0
CCC(=O)Nc1nc2ccc([N+](=O)[O-])cc2s1	4.0	nt	6.5	95.0	11.1	1.7	38.3	0.1	94.0
COC(=O)/C(=C/c1ccc(OC)cc1)NC(=O)c1ccco1	-1.0	21.5	8.1	100.0	0.5	-2.4	-20.6	0.1	105.0
Fc1cccc(Cl)c1CSc1nnc(CN2CCOCC2)n1-c1ccccc1	2.0	-13.7	-33.3	95.0	8.7	-12.9	-9.2	-0.4	105.0
Cc1c(N2C(=O)C(=O)/C(=C(/O)c3ccc(Cl)cc3)C2c2ccccc2)c(=O)n(-c2ccccc2)n1C (stereo unspecified)	0.0	23.3	-43.5	135.0*	-8.1	-3.5	-4.6	0.0	105.0
COc1cccc(/C=C/c2nc(C#N)c(NCC(C)C)o2)c1	7.0	-7.0	-10.2	104.0	13.5	-2.7	24.3	-2.3	103.0
CCc1ccc(/C=C2\SC(=S)N(CCC(=O)NC3=NCCS3)C2=O)cc1	-6.0	2.7	-2.1	95.0	0.7	-8.3	-24.8	0.5	92.0
Cc1cc(NC(=O)C(C)SCC(=O)Nc2ccccc2OC(F)F)no1 (stereo unspecified)	3.0	-2.6	-14.2	103.0	16.3	7.2	nt	-0.5	103.0
CN(Cc1ccc2nonc2c1)Cc1nc(CC2CC2)no1	0.0	2.1	-7.8	102.0	14.0	-2.1	41.2	-0.8	101.0
COc1ccc(/C=C/C(=O)NC2CCN(Cc3ccccc3)CC2)cc1OC	2.0	21.8	3.0	102.0	-15.5	-4.4	22.8	0.5	104.0
Following part.
SMILES	MEKK2mut PB1 HTS	NALP1 inh	FID counter	MEKK3 PB1 HTS	GPR7 antagonist	PfM18AAP inh	PHOSPHO1 block	OXTR ag	MEKK2wt PB1 HTS
CCCc1cc(C(=O)NCc2ccco2)no1	10.0	0.0	-0.9	109.0	1.5	-1.4	-2.3	-0.4	110.0
COc1ccccc1NC(=O)Nc1ccc(NC(=O)c2ccccc2O)cc1	11.0	-1.0	-7.4	111.0	4.8	-4.0	24.8	-0.7	109.0
Cc1ccc2[nH]cc(C(=O)CCl)c2c1	-1.0	20.2	0.5	100.0	-6.5	8.2	-5.2	1.8	98.0
CC(=O)N(C)N(C)c1cc(C)nc(N)n1	-31.0	18.9	-3.3	64.0	0.1	-14.8	28.3	-0.3	68.0
COC(=O)c1nnn(CC(=O)Nc2cccc(OC)c2)c1C(=O)OC	3.0	34.9	-5.5	100.0	-6.5	6.4	0.5	0.1	106.0
CCc1cc(=O)oc2cc(OCC(=O)OC)c(Cl)cc12	1.0	8.2	-10.2	101.0	-4.8	-9.3	13.8	0.1	96.0
O=C(CN1CCCCCC1)Nc1cccc2c1OCO2	-3.0	6.4	4.1	90.0	-9.4	-1.4	7.4	0.2	98.0
O=S(=O)(NCCC1CC1(Cl)Cl)c1ccccc1 (stereo unspecified)	-3.0	5.2	-5.8	96.0	-3.8	-3.5	40.3	-2.6	98.0
Cc1ccc(-c2n[nH]c(=S)n2/N=C/c2cccs2)cc1	0.0	36.5	-9.8	111.0	-4.8	12.1	27.1	-1.9	103.0
Cc1cccc(C)c1NC(=O)C(c1ccc(Cl)cc1Cl)N1CCCCC1 (stereo unspecified)	0.0	2.2	-2.7	103.0	-7.6	0.0	12.2	2.2	96.0
COc1ccc(Cl)cc1N1C(=O)CC(Sc2ccccc2N)C1=O (stereo unspecified)	-18.0	nt	-4.3	90.0	-8.6	-0.7	41.6	0.4	97.0
COc1ccc(S(=O)(=O)N2CCCc3ccccc32)cc1OC	27.0	nt	-12.7	123.0	-6.4	6.3	28.5	0.9	111.0
COCCn1c(SCC#N)nnc1-c1ccc(OC)cc1	3.0	43.2	-0.1	90.0	-8.2	-2.2	-0.9	0.2	107.0
Cc1ccc(N2C(=O)C3CC(c4ccccc4)=C4C5C=CC(C6C(=O)N(c7ccc(C)cc7C)C(=O)C56)C4C3C2=O)c(C)c1 (stereo unspecified)	-5.0	16.7	-20.4	94.0	-7.5	-7.1	-1.3	0.7	89.0
O=C(CN(Cc1cccs1)C(=O)CNS(=O)(=O)c1ccccc1)NCc1ccco1	-6.0	nt	-8.9	87.0	1.1	6.1	19.9	nt	91.0
Cc1c(Cl)cccc1N1C(=O)CC(NNC(=O)c2cccnc2)C1=O (stereo unspecified)	2.0	20.2	-5.9	97.0	-1.3	1.8	-3.5	-0.3	112.0
CCOc1ccc(Cc2noc3c2C(=O)CC(C)(C)C3)cc1OCC	-6.0	-2.3	-27.8	98.0	-1.1	-0.5	24.5	0.8	93.0
CCCC[C@@H]1CCCO[C@@](C(=O)NCc2ccccn2)(C(F)(F)F)C1	2.0	nt	nt	102.0	nt	nt	nt	-2.7	104.0
